Screening results: PubChem, Sanford-Burnham Center for Chemical Genomics
TAG inh: triacylglycerol accumulation inhibition; H9c2 cells, Nile Red lipid (TAG) fluorescence; cells loaded with 200 µM oleic acid; inhibition, % at 12.5 µM; actives 0.66% (n = 230,000);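 active means pattern-corrected inhibition of lipid staining of at least 50% with the nuclear-stain viability signal not falling by more than 50%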;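 further: 0% = DMSO wells and 100% = triacsin C control wells; some results filed as inactive read as strong as hits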
TAG inh DAPI viability: further read-out of TAG inh, marked with its call; DAPI nuclei signal change (viability), lower = more cytotoxic, %;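 whole-well DAPI fluorescence read on a plate reader as a viability signal; minus 50 percent equals half of cells still viable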
The depositor's hits bear a star; & = joins results of further samples. Only part of the results is shown, so the mix of outcomes need not match the whole.

compound | TAG inh | TAG inh DAPI viability
COc1ccc(CNCC(O)(c2ccccc2)c2ccccc2)cc1OC | -16.0 | 18.7
C=CCn1c(SCn2nnc3ccccc3c2=O)nnc1C1CCCCC1 | 0.0 | -0.2
O=C(CN1CCN(Cc2ccc(F)cc2Cl)C1=O)NCCc1ccccc1 | -18.9 | 4.5
CNC(=S)N1N=C(c2ccccc2)CC1c1ccccc1Cl (configuration not stated) | 5.7 | -6.7
O=C(NCCCCc1ccccc1)c1ccc(F)cc1 | -2.8 | -1.3
COc1ccc(-c2nc(N)sc2C2(O)C(=O)Nc3c(Br)cc(F)cc32)cc1OC (configuration not stated) | 16.3 | -16.3
COc1ccc(N2C(=O)CC(Sc3n[nH]c(-c4cccc(C)c4)n3)C2=O)cc1 (configuration not stated) | 1.7 | 2.9
N#CCCNCC1(c2ccccc2)CCCC1 | -9.9 | 3.6
O=C(NCc1ccncc1)Nc1ccc(Cl)cc1Cl | -21.0 | -10.3
CCCCn1cnc2sc(-c3ccccc3)cc2c1=O | -11.8 | 0.5
COc1ccc(C=NNC(=O)c2ccccc2OCc2ccc(F)cc2)c(OC)c1 | 0.5 | -5.1
COc1ccc(OCc2csc(N)n2)cc1 | 2.4 | -6.0
COc1ccc(CCNC(=O)CN2C(=O)NC3(CCOc4ccccc43)C2=O)cc1 (configuration not stated) | -0.9 | -4.1
CC(C)(c1ccccc1)c1ccc(OCCn2cnc3ccccc3c2=O)cc1 | -8.3 | -10.0
O=C(O)COc1ccccc1/C=N/NC(=O)CN1CCN(Cc2ccc(Cl)cc2)CC1 | 8.0 | -0.4
O=C(O)COc1cccc2nsnc12 | 7.1 | 3.5
COc1ccccc1N(CC(O)Cn1c2ccccc2c2ccccc21)S(=O)(=O)c1ccccc1 (configuration not stated) | -5.8 | 10.6
Cc1occc1-c1nnc(SCC(=O)NCc2ccco2)n1CC(C)C | -4.6 | -7.0
COc1cccc(-c2csc3ncnc(Sc4nnnn4C)c23)c1 | 35.9 | 3.7
CCN(C(=O)CN1CCCCC1)C1(C)C(=O)c2ccccc2C1=O | 9.1 | -0.6
COc1ccc(NS(=O)(=O)c2cc(NC(=O)c3cccnc3Cl)ccc2N2CCCC2)cc1 | -0.6 | -7.6
CCC1CC2(C)NC(=O)c3c(sc4c3CC(C)(C)OC4)N2C1=O (configuration not stated) | 4.7 | 8.7
COc1ccc(-c2c(C#N)sc(C(N)=O)c2-c2ccc(OC)cc2)cc1 | 0.6 | -1.2
CCN1C(=O)[C@H]2[C@@H](c3ccc(-c4ccccc4)cc3)N[C@@](C)(C(=O)OC)[C@H]2C1=O | 11.8 | 0.4
CC1(C)CC(=O)C2=C(C1)OC(N)=C(C#N)C2C1C=CCCC1 (configuration not stated) | -7.6 | -4.4
Cc1ccc(S(=O)(=O)NCCCC(=O)N2CCC(C)CC2)cc1 | -15.1 | 1.2
CN(C)C(=O)C(=O)c1cccn1-c1cccc(Cl)c1C#N | 1.4 | 3.5
O=C(NCc1ccco1)c1cccc2c1C(=O)N(C1CCCCC1)C2 | 5.4 | -13.3
O=c1cc(-c2ccc(Cl)c(Cl)c2)[nH][nH]1 | 10.4 | -1.6
CCCN(CCC(=O)Nc1ccccc1F)CC1CC1 | -5.4 | 8.0
CCCc1nnc(SCC(=O)N2CCCCC2C)n1CC (configuration not stated) | 9.7 | -13.4
OC(COc1ccccc1)CN1CCN(c2ncccn2)CC1 (configuration not stated) | -8.3 | 6.5

A second format for two compounds above:
canonical_smiles: CC1(C)CC(=O)C2=C(C1)OC(N)=C(C#N)C2C1C=CCCC1 (configuration not stated)
  TAG inh: -7.6
  TAG inh DAPI viability: -4.4

canonical_smiles: O=C(NCc1ccco1)c1cccc2c1C(=O)N(C1CCCCC1)C2
  TAG inh: 5.4
  TAG inh DAPI viability: -13.3

Going on with the list.
compound | TAG inh | TAG inh DAPI viability
CS(=O)(=O)c1cnc(-c2ccccc2)nc1-c1ccccc1Cl | 11.7 | -13.2
Cc1ccc(-c2csc(/C(C#N)=C(\O)CCl)n2)cc1 | 0.3 | 6.3
COC(=O)[C@@H]1OC(=O)[C@H]2O[C@@]23[C@@]1(C)CC[C@@H]1[C@@]2(C)C=CC(=O)OC(C)(C)[C@@H]2CC(=O)[C@]13C | 7.1 | -7.2
O=C(CSc1ccc2nnc(-c3cccnc3)n2n1)N1CCOCC1 | -9.7 | 5.2
CC1(C(=O)NCCN2CCOCC2)C=CC2(CCCCC2)N1C(=O)c1ccccc1 (configuration not stated) | -9.7 | 13.9
O=[N+]([O-])c1ccc(N2CCOCC2)cc1N1CCCCC1 | -3.3 | -2.8
COc1ccc(C2/C(=C(/O)c3ccc(C)cc3)C(=O)C(=O)N2C)cc1 (configuration not stated) | 13.8 | 10.4
CCOC(=O)C1=NN(c2ccc(OC)cc2)C2C(=O)N(c3ccccc3OC)C(=O)C12 (configuration not stated) | -8.4 | 4.2
C=CCc1ccc(OCCCCNC(C)CC)c(OC)c1 (configuration not stated) | 2.5 | 17.3
O=C1CC(N2CCN(S(=O)(=O)c3ccccc3F)CC2)C(=O)N1c1ccccc1Cl (configuration not stated) | -11.4 | 3.2
CC1(Cc2cc(Cl)ccc2C(F)(F)F)C(=O)Nc2ccc(OC(F)(F)F)cc21 (configuration not stated) | 0.3 | 10.0
CN(C(=O)c1cccs1)c1ccccc1C(=O)O | -12.0 | 1.7
O=c1cccccc1NN=C1CCCCC1 | -5.9 | 6.2
Cc1cc(C)nc(SCC(=O)NNS(=O)(=O)c2ccc(C#N)cc2)n1 | 4.9 | -2.5
Cc1cccc(C2N=C(N)Nc3nc4ccccc4n32)c1 (configuration not stated) | -3.2 | -6.1
O=C(CSc1nnc(NC(=O)Cc2ccccc2)s1)NCC1CCCO1 (configuration not stated) | 3.3 | 6.0
Cc1cc(NC(=O)c2cc(C3CC3)on2)n(-c2ccccc2)n1 | -13.6 | -10.8
CNc1cncc(-c2ccc(CN3CCOCC3)cc2)n1 | 6.6 | 12.1
Cc1ccc(C(=O)NCCc2ccc(S(N)(=O)=O)cc2)cc1[N+](=O)[O-] | -15.9 | 3.1
CCc1ccccc1N1CC(C(=O)O)CC1=O (configuration not stated) | -1.8 | -3.4
O=C(Nc1ccc(N2C(=O)C3C4C=CC(C4)C3C2=O)cc1)Nc1nncs1 (configuration not stated) | -0.1 | 4.1
CC(C)(C)C(=O)CN1C(=O)NC2(CCc3ccccc32)C1=O (configuration not stated) | 6.4 | -2.9
CCCc1cc(C(=O)NCc2ccc(OC)cc2)no1 | -4.5 | 2.1
COc1cccc(/C=C2\N=C(C3CCCCC3)OC2=O)c1OC | -4.1 | 12.7
Nc1ccc2oc(-c3cccc4ccccc34)nc2c1 | 11.8 | 34.6
COc1cccc(CNc2nc3cc(-c4ccccc4)sc3c(=O)n2C)c1OC | 1.0 | -10.7
O=C(CCCc1ccccc1)NCc1ccc(Cl)cc1 | 6.2 | -2.1
CC(=O)N[C@@H](C)C(=O)OC(C)C(=O)Nc1cccc([N+](=O)[O-])c1 (some centres not stated) | 2.3 | -6.9
O=[N+]([O-])c1ccc(CNC2CCCc3ccccc32)cc1 (configuration not stated) | -4.8 | 13.5
CCN1CCN(c2ccc(S(=O)(=O)N3CCOCC3)cc2NC(=O)c2cccc([N+](=O)[O-])c2)CC1 | 8.8 | -1.9
Cc1ccc(C(=O)OCC(=O)Nc2ccccc2)cc1S(=O)(=O)N1CCCCC1 | 0.2 | 1.1
O=C(NCCc1nnc2ccc(N3CCCCCC3)nn12)c1ccccc1 | 3.6 | 3.9
O=C(NCC(c1cccs1)N1CCOCC1)c1ccc(Br)o1 (configuration not stated) | -8.8 | -3.1
O=C1CCC2(CCCCC2)N1 | 6.5 | 4.9
CC(C(=O)Nc1ccccc1-c1ccccc1)N1CCN(C(=O)c2ccccc2)CC1 (configuration not stated) | 6.3 | -11.2
COc1cc(S(=O)(=O)N2CCOCC2)ccc1NC(=O)COC(=O)C12CC3CC(CC(C3)C1)C2 | 11.8 | -10.1
COc1ccccc1-c1ccc(/C=N/O)o1 | 3.4 | 1.8
CCCCC(=O)NC(c1ccco1)c1cc(Cl)c2cccnc2c1O (configuration not stated) | -3.4 | -8.6
Cc1ccc2cc(CN(c3ccccc3)S(=O)(=O)c3ccccc3)c(=O)[nH]c2c1 | -6.8 | 5.2
COc1ccc(Cc2n[nH]c(=S)o2)cc1 | 55.5* | -28.1*
Fc1cccc(Cl)c1/C=N/Nc1ccccn1 | -20.5 | -4.4
COC(=O)c1cccc(NC(=O)c2ccc3c(c2)C(=O)N(Cc2cccnc2)C3=O)c1C | -12.3 | 8.2
COc1ccc(-c2noc(CCC(=O)N3CCN(c4cccc(Cl)c4)CC3)n2)cc1 | 0.3 | -5.1
O=C(c1nc(-c2ccccc2)n(-c2ccccc2)n1)N1CCCCCC1 | 6.7 | -6.2
Cc1ccc(C(=O)NNC(=O)c2ccc(S(=O)(=O)N3CCCCC3)cc2)cc1 | 0.7 | -1.3
N#CCCN1CCN(S(=O)(=O)c2ccc(C3CCCCC3)cc2)CC1 | -12.4 | -6.4
CCCCN(C(=O)C1CC(=O)N(c2ccc(CC)cc2)C1)c1c(N)n(CCC)c(=O)[nH]c1=O (configuration not stated) | 19.4 | -5.7
COc1ccc(/C=C2/NC(=O)N(Cc3ccccc3F)C2=O)cc1OC | -16.0 | 11.3
S=C1NCCOCCOCCOCCOCCNC(=S)NCCOCCOCCOCCOCCN1 | -4.5 | -9.7
CC(C)Cc1c(O)nc(SCCN2CCOCC2)[nH]c1=O | -13.2 | -2.3
COc1ccc(C(=O)N2CCOC2CNC(=O)C(=O)NCc2ccccc2)cc1 (configuration not stated) | 7.8 | -8.6
Cc1cc(C)n(CCCNC(=O)C2CC(=O)N(Cc3ccccc3)C2)n1 (configuration not stated) | 3.3 | 6.7
O=C(CSc1ccc(F)cc1)N1CCC(c2nc3ccccc3s2)CC1 | -9.4 | -4.9
Cc1ccc2nc(N=C(N)N)nc(C)c2c1 | 7.5 | -15.5
COc1ccccc1NC(=O)C(C)OC(=O)Cc1ccsc1 (configuration not stated) | -16.1 | 3.2
O=C(O)C1CC(=O)N(CCc2c[nH]c3ccccc23)C1 (configuration not stated) | 0.9 | 6.6

New compounds follow.
compound | TAG inh | TAG inh DAPI viability
CCN(CC)C(=O)c1ccc2sc([C@@H]3O[C@H](CO)[C@H](O)[C@H](O)[C@H]3O)nc2c1 | 9.2 | -8.1
COc1ccccc1NC(=O)COc1ccc(C(=O)NCc2ccccc2)cc1OC | 1.8 | 2.4
O=[N+]([O-])c1cccc(CSc2nnc3ccccn23)c1 | -9.2 | -7.0
S=c1[nH]nc(Cn2cnc3ccccc32)n1-c1ccccc1Cl | 4.7 | 2.7
CC(C)CCn1c(N2CCc3ccccc3C2)nc2c1c(=O)[nH]c(=O)n2C | 4.8 | -2.5
O=[N+]([O-])c1ccc(Cl)c(S(=O)(=O)NCCc2ccccn2)c1 | 4.3 | 0.9
O=C1CCc2cc(S(=O)(=O)N3CCN(c4ccc(F)cc4)CC3)cc3c2N1CC3 | -8.9 | -4.3
Cn1c(SCC(=O)Nc2ccc3c(c2)OCCO3)nnc1C(F)(F)F | 10.5 | -1.2

Retrieved by structure from the list above:
compound | TAG inh | TAG inh DAPI viability
Cc1ccc(S(=O)(=O)NCCCC(=O)N2CCC(C)CC2)cc1 | -15.1 | 1.2
CCCc1cc(C(=O)NCc2ccc(OC)cc2)no1 | -4.5 | 2.1

Next section
compound | TAG inh | TAG inh DAPI viability
C[C@H](NC(=O)c1ccco1)C(=O)NNC(=O)c1ccc(F)cc1 | 3.3 | -5.3
O=C(O)c1cccc(NC(=S)N/N=C/c2ccccc2OCc2ccc(Br)cc2)c1 | 10.1 | -13.7
CCOc1cc(N2CCOCC2)c(OCC)cc1NC(=O)c1ccc(NC(C)=O)cc1 | 1.6 | 7.1
COc1ccc2c(C)cc(SCC(=O)N(C)C3CCS(=O)(=O)C3)nc2c1 (configuration not stated) | -8.0 | 5.5
CCCCNC(=O)C1(C)CCCCN1C(=O)c1ccc(C#N)cc1 (configuration not stated) | -0.6 | 15.3
CCOC(=O)C(/C=C(\C#N)C(=O)OCC)=C(/N)N1CCN(c2c(C)cccc2C)CC1 | -11.3 | -0.6
CS(=O)(=O)c1cccc(NC(=O)c2ccc(Cl)c(Cl)c2)c1 | -2.7 | -3.1
COc1cc(-c2cc3nc(NCCc4ccc(S(N)(=O)=O)cc4)ccn3n2)cc(OC)c1OC | 34.2 | -0.8
CN(Cc1ccccc1)C(=O)Cn1nnc(-c2ccccc2)c1COc1ccc2ccccc2c1 | 6.2 | 2.2
COc1ccc(-c2csc(N(CCCN(C)C)C(=O)c3cccs3)n2)cc1 | 21.9 | 2.2
CCn1ncc(CN2CCN(Cc3ccc(OC)c(C)c3C)C(CCO)C2)c1C (configuration not stated) | -5.2 | 13.3
C/C(N)=C(/C#N)C(=O)CSc1n[nH]c(-c2ccccc2Br)n1 | 0.9&5.8 | 0.9&-5.5
NC(=O)COC(=O)c1ccc(-c2ccccc2)cc1 | -7.1 | 20.9
Cc1ccc(-n2ncc(-c3n[nH]c(=S)o3)c2N)cc1C | -5.4 | 3.6
CC(NC(=O)C(c1ccccc1)c1ccccc1)c1ccccc1 (configuration not stated) | 5.9 | 3.9
Cc1nnc(NC(=O)C(C)Sc2nncn2C)s1 (configuration not stated) | -0.7 | -2.1
Cn1c(SCc2nc(-c3ccc(Cl)cc3)no2)nnc1-c1ccco1 | 9.2 | -12.1
COc1ccc2c(c1)[nH]c1c(=O)n(Cc3ccco3)cnc12 | -25.0 | 12.2
CN(CC(=O)Nc1ccccc1Cl)C(=O)COC(=O)Cc1ccc(F)cc1 | 15.6 | -2.2
Cc1cc2[nH]c(=O)c3ccccc3n2n1 | 13.5 | -0.8
O=C(CSCc1ccc(Cl)cc1)Nc1ccc2c(c1)OCO2 | -17.7 | -2.7
COCC1CCCC1OS(N)(=O)=O (configuration not stated) | -9.2 | 4.5
O=C(NC1CCN(S(=O)(=O)c2ccccc2)CC1)c1cccc(F)c1 | 13.2 | 2.4
CC1CC=C(c2ccccc2)C(=S)N1 (configuration not stated) | -1.5 | -0.8
CC1(C(=O)NCc2cccc(C(F)(F)F)c2)CCN1Cc1ccc2ccccc2c1 (configuration not stated) | -23.3 | 1.6
COc1cc(C)ccc1S(=O)(=O)n1nc(C)cc1C | 12.2 | -3.8
